Source: PubChem
TNAP act hiacc: TNAP (human) activation, high acceptor; 200,000 tested, under 10 active; P05186; purified TNAP, CDP-star luminescence, 1 M DEA, 30 min; stronger effect = higher value; 0 = EDTA background, 1 = DMSO-only activity; activation factor at 20 µM; AID 1136;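 active = activation factor at least 2 at 20 µM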
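Assay system: human TNAP; Input: enzyme diluted 1/800 final; Reagent: CDP-star luminogenic substrate at 100 µM final; Timing: 30 min, room temperature; Signal: luminescence; Evaluation: TNAP activation factor scaled between EDTA and DMSO control wells.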
HMGR II inh: E. faecalis class II HMG-CoA reductase inhibition; 190,000 tested, 0.41% active; purified E. faecalis HMGR, NADPH absorbance 340 nm kinetic; inhibition, % at 10 µM;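 active = inhibition above a set limit, the median over all tested compounds plus 3 SD, cut at about 9.5% in these data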;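 also: enzyme runs in reverse so mevalonate oxidation gives rising NADPH absorbance; 0% = complete reaction with DMSO and 100% = background rate lacking mevalonate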
PMI act: increases human mannose-6-phosphate isomerase activity; purified human PMI, coupled resazurin fluorescence, 20 min; stronger effect = higher value; 1 = vehicle control, 0 substrate-free wells; activation factor at 20 µM; 190,000 tested, 0.005% active;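 active = activation factor of 2 or more at 20 µM, relative to plate controls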
Target sequence (P34949 whole entry, looked up): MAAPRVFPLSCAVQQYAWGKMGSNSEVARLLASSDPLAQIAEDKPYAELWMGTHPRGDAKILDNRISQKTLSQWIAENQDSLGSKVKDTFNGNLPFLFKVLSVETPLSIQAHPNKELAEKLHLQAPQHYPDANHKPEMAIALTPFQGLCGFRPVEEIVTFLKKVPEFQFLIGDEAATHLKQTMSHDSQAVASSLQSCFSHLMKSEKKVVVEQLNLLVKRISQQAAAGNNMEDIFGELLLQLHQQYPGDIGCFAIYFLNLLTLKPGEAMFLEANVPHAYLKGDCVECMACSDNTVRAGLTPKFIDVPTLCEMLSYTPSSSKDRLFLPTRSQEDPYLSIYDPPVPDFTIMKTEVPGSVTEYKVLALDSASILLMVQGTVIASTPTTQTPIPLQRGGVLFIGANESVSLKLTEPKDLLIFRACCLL
TNAP inh noacc: TNAP (human) inhibition, acceptor-free conditions | P05186 | purified TNAP, CDP-star luminescence, 30 min | inhibition, % at 20 µM | 200,000 tested, 0.26% active | AID 1012;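 active = tissue-nonspecific alkaline phosphatase inhibition above about 50% at 20 µM in the single-dose screen, limit read from the data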;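 also: 0% = DMSO negative control and 100% = EDTA positive control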
Diaph inh CS: inhibits diaphorase or chemically oxidizes, flagging diaphorase assay artifacts. diaphorase resazurin-to-resorufin fluorescence, NADH, 16 min; bacterial (C. kluyveri) enzyme, not human. inhibition, % at 20 µM. 190,000 tested, 0.69% active. AID 1217;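 active = primary screen inhibition at 20 µM above a set limit, cut at about 50% in these data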;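 also: plate controls were DMSO with full reaction for no effect and wells lacking NADH for full effect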
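controls = No-NADH positive control and DMSO neutral control | system = Clostridium kluyveri diaphorase enzyme | timing = reaction incubation of 16 min at room temperature | signal = resorufin fluorescence 544/590 nm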
FLuc act counter: affects firefly luciferase, flagging false hits in luciferase stimulation screens; ATPlite luciferase biochemical, luminescence, 10 min; 0 = ATP-free wells, 1 = DMSO control; activation factor at 10 µM; 200,000 tested, under 10 active;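 active = luciferase activation factor, scaled between plate controls, of at least 2 with compound at 10 µM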
Target sequence (P08659 whole entry, looked up): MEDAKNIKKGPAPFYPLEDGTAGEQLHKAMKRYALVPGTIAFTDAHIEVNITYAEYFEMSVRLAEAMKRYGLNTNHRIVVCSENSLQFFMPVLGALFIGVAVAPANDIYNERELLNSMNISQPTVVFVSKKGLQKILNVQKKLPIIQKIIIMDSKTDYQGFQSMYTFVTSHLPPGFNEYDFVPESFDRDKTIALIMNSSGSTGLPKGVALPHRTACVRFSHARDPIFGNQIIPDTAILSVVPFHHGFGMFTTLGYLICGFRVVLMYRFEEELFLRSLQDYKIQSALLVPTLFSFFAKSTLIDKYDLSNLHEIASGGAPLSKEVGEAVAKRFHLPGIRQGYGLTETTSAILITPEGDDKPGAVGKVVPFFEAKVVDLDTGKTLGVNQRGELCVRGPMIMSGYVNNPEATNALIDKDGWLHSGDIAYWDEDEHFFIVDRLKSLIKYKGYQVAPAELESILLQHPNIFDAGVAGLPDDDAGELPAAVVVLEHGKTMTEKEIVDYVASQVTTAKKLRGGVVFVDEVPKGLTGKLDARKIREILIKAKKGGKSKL
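Material: Luciferase/luciferin reagent mix | Doses: Test compounds dosed from 2 mM stocks in 100% DMSO | Timing: 10 min incubation after luciferase reagent addition, room temperature | Measured by: Luminescence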
G6PDH counter: inhibits Leuconostoc G6PDH, flagging false hits in G6PDH-based assays; 200,000 tested, 0.12% active; AID 1020; Purified L. mesenteroides G6PDH, diaphorase/resazurin coupled fluorescence, 45 min; inhibition, % at 5 µM; in the data active = inhibition above about 50%
TNAP inh hi DEA: blocks human TNAP under high phosphate acceptor concentration | purified TNAP, CDP-star luminescence, 1 M DEA | 200,000 tested, 0.03% active | P05186 | inhibition, % at 20 µM;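 active = over 50% inhibition of tissue-nonspecific alkaline phosphatase at 20 µM in the single-dose screen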;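 also: plate controls were DMSO wells for no effect and EDTA-quenched wells as full inhibition for full effect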
Diaph act CS: activates diaphorase or chemically reduces, flagging diaphorase assay artifacts | Diaphorase/resazurin coupled assay, resorufin fluorescence, 16 min; stronger effect = higher value; 1 = vehicle wells, 0 = NADH-free wells | activation factor at 20 µM | 190,000 tested, 0.005% active;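 active = diaphorase activity raised at least twofold by the compound at 20 µM; inactive = activation factor below 2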
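Measured by – red resorufin fluorescence at 544/590 nm excitation/emission · Test system – Clostridium kluyveri diaphorase, purified enzyme · Incubation – reaction time 16 min, room temperature · Buffer or medium – 50 mM HEPES pH 7.4 with 4.542 mM MgCl2, 0.005% Tween 20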
PMI act hi M6P: PMI (human) activation, high substrate; P34949; coupled PMI enzyme assay, resazurin fluorescence, 20 min; stronger effect = higher value; 1 = untreated enzyme, 0 = substrate-free blank; activation factor at 20 µM; 190,000 tested, 0.34% active;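 active = activation factor of 2 or more at 20 µM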
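Test system – human PMI in coupled enzyme assay · Timing – 20 min incubation at room temperature · Detection – Diaphorase-driven resazurin-to-resorufin fluorescence, excitation 544, emission 590 nm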
Numbers without * were called inactive. Outcome played no part in choosing rows; any-hit rate near 1.7%.

Each structure is followed by: PMI act, TNAP inh noacc, Diaph inh CS, PMI act hi M6P, TNAP inh hi DEA, G6PDH counter, TNAP act hiacc, HMGR II inh, FLuc act counter, Diaph act CS
> N#CNC1=NCN(Cc2ccccc2)CN1
 : 1, -13, 6, 0.9, -5, 4, 1.1, -4, 1, 0.9
> COc1ccc([N+](=O)[O-])cc1NC(=O)COC(=O)Cc1cc(OC)c(OC)c(OC)c1
 : 1.1, -10, 2, 1.1, -5, 5, 1.1, -1, 1, 1
> O=C(OCC(=O)N1CCN(C(=O)c2ccco2)CC1)c1cc(-c2ccco2)nc2ccccc12
 : 1.1, 2, 38, 1.6, 5, 5, 1, -23, 0.9, 0.6
> CCC(C)OC(=O)c1cc(C)nc2c(Br)cc(Br)cc12 (stereo unspecified)
 : 1, -3, 10, 1, -3, 4, 1, -4, 1.1, 0.9
> CC(C(=O)NC1CCCC1)N(c1ccc(Oc2ccccc2)cc1)S(C)(=O)=O (stereo unspecified)
 : 0.9, -10, 27, 0.9, -9, 2, 1.1, -6, 1, 0.7
> CC(=O)Nc1ccc(C(=O)N2CCCC2)cc1
 : 1, -14, 12, 1, -5, -3, 1.1, 0, 1, 0.9
> COc1cccc(Nc2nnc(SCC3CCCCO3)s2)c1 (stereo unspecified)
 : 0.9, -19, 17, 0.9, -4, 6, 1, -11, 0.7, 0.8
> Cc1ccc(C(=O)NCCN(C)C)c(C)c1
 : 0.9, -7, 12, 0.9, 0, -9, 1, 1, 1, 0.9
> CCCCCC(=O)OC(CN1CCCCC1)CN1CCCC1=O (stereo unspecified)
 : 1, -13, 2, 1, -4, 4, 1, 0, 1, 1
> CC(=O)c1cc(CN2CCN(CCc3ccccc3)C(CCO)C2)cs1 (stereo unspecified)
 : 0.9, -10, 6, 1, -1, -1, 1, 2, 1, 0.9
> O=C(Cc1cccs1)N1CCN(S(=O)(=O)c2ccccc2)CC1
 : 0.9, -10, 5, 1.1, 4, -10, 1, -8, 1.1, 0.9
> CCNC(=O)Cn1cc(C#N)c2ccccc21
 : 0.7, -14, 10, 1, -4, 1, 1, 3, 1, 0.9
> C=CCn1c(SCc2cccc(C#N)c2)nnc1-c1ccccc1O
 : 1, -7, 9, 0.9, -4, -7, 1, 0, 1.1, 0.9
> COC(=O)C1=C(O)/C(=C\c2ccc(CNS(=O)(=O)c3ccc(Cl)cc3)o2)N=C1C
 : 1.3, -11, 26, 1.4, 12, -23, 0.9, 2, 1, 0.7
> Cc1cc(C)nc(NC(=O)CSc2nccc(C)n2)n1
 : 0.9, -7, 14, 0.9, -7, 18, 1.1, -1, 1.1, 0.9
> COc1ccc(NC(=O)CSc2nnc(Cn3c(=O)sc4ccccc43)n2C)cc1
 : 1.1, -10, 1, 1.1, -2, 2, 1, -4, 1, 1
> O=C(c1cc2ccccc2o1)N1CCN(S(=O)(=O)c2cccs2)CC1
 : 1, -14, 17, 1, -3, -9, 1, -7, 1.1, 0.8
> CCn1cc(C(=O)NCc2ccco2)c(=O)c2cc(S(=O)(=O)N3CCCC3)ccc21
 : 0.9, -7, 10, 0.8, -4, 6, 1, 1, 1, 0.9
> CCOC(=O)C1=C(C)NC(=O)NC1c1ccc(-c2ccc(F)cc2)o1 (stereo unspecified)
 : 1.2, 0, 12, 1.1, -4, 6, 1, 2, 1.1, 0.9
> S=c1nc(C2CCCCC2)[nH]c2ccccc12
 : 1, -4, 12, 1.1, -4, 6, 1, -4, 1.1, 0.9
> Cc1nc2ncnn2c(N2CCC(C(=O)NC3CCCC3)CC2)c1Cc1ccccc1
 : 0.9, -14, 9, 0.9, -3, -8, 1, 0, 1, 0.9
> Cc1ccc(C(=O)NNC(=O)CSc2nnc(-c3ccncc3)n2C)cc1
 : 1, -3, 8, 1, 2, 4, 1, -6, 1, 0.9
> Cc1cc2cc3c(cc2nc1SCC(=O)Nc1nc(C)c(C)s1)OCO3
 : 0.8, -12, 0, 0.9, -2, 3, 1, -4, 1.1, 1
> O=[N+]([O-])c1ccc(-c2nnc(-c3ccccc3)c(N3CCOCC3)n2)cc1
 : 0.9, -8, 18, 0.9, -1, -19, 1, 0, 1, 0.8
> C#CCOc1ccc(/C=N/NC(=O)c2cccnc2)cc1OCC
 : 1.1, -13, -6, 1.1, -6, -6, 1.1, 1, 1, 1.1
> CSc1nc(-c2ccccc2)nc(SC)c1C(C)=O
 : 0.9, -10, 2, 1, -5, 4, 1, -4, 1, 1
> CC(C)(C)c1ccc(NC(=O)COC(=O)C2=COCCO2)cc1
 : 0.9, -11, 18, 0.9, -4, 0, 1, -2, 1, 0.8
> CCN(CC)S(=O)(=O)c1ccc2oc(SCC(=O)NCc3ccccc3)nc2c1
 : 0.8, -11, 15, 0.9, -4, 5, 1, 2, 1.1, 0.8
> CCc1cc2cc(OC)ccc2nc1SCC(=O)NNC(=O)c1ccco1
 : 1, -16, 24, 0.9, -4, 2, 1, 2, 1, 0.8
> NC1=NC(c2cn[nH]c2-c2ccc(F)cc2)n2c(nc3ccccc32)N1 (stereo unspecified)
 : 1, -13, 6, 1, -3, 2, 1, -4, 1, 0.9
> Cc1ccccc1Cn1ccc(NC(=O)c2nn3cccnc3c2Cl)n1
 : 0.9, -11, 17, 0.9, -4, -2, 1, -6, 1, 0.8
> CCCC(=O)n1nc(-c2cccnc2)nc1NCc1ccccc1
 : 1, 8, 6, 1, -3, 2, 1, -8, 1, 0.9
> CN1CCN(C(=S)SCC(=O)Nc2nc(-c3ccccc3)c(-c3ccccc3)o2)CC1
 : 0.8, -13, 0, 0.9, 3, -13, 1, -1, 1, 1
> CC(=O)c1ccc(NC(=O)N2C3CCC2CC(O)(c2cccnc2)C3)cc1 (stereo unspecified)
 : 1, -6, 6, 1, 2, -1, 1, 8, 1, 0.9
> COC(=O)c1ccc(CNC(=O)COC(=O)C2CC3C=CC2C3)cc1 (stereo unspecified)
 : 1, -7, 3, 1, -2, 3, 1, -2, 1.1, 1
> CN(C)c1cccc(C(=O)NNC(=S)NC2CC3CCC2C3)c1 (stereo unspecified)
 : 1, -128, 5, 1.1, 0, 4, 1, -1, 0.8, 1
> COc1ccc([N+](=O)[O-])cc1NC(=O)Cc1ccc(C)cc1
 : 0.8, -15, 4, 0.9, -3, 11, 1, 0, 1, 1
> CCOC(=O)C1CCN(Cc2cnc(Oc3ccc(OC)cc3)s2)CC1
 : 1, -9, -6, 1, -8, 11, 1.1, -10, 1, 1.1
> O=C1N(c2ccccc2)C2CS(=O)(=O)CC2N1c1ccc(Br)cc1 (stereo unspecified)
 : 0.9, -10, 12, 0.9, -1, -17, 1, -5, 1, 0.9
> O=C(/C=C/c1ccc(Cl)cc1)N1CCN(c2ccccn2)CC1
 : 1, -4, 1, 0.9, -3, 4, 1, -1, 0.9, 1
> O=[N+]([O-])c1cccc(-c2ccc(SCc3ccccn3)nn2)c1
 : 1, -5, 6, 1, 3, 1, 1, -8, 0.9, 0.9
> O=C(C1CCN(S(=O)(=O)c2cccs2)CC1)N(c1ccccn1)C1CCCCC1
 : 1, -2, 9, 1, 0, 0, 1, 8, 1, 0.9
> CCNC(=O)N1c2ccc(OC)cc2C(C)=CC1(C)C
 : 1.1, 2, 29, 0.7, -4, 18, 1, -1, 1.1, 0.7
> S=c1[nH]nc(/C=C/c2ccccc2)o1
 : 1.3, 0, 2, 1.3, 1, 0, 1, -3, 0.9, 1
> COc1ccc(N(CC(=O)NCc2ccco2)S(=O)(=O)c2ccc(C)cc2)cc1
 : 0.9, -3, 9, 0.9, 1, 14, 1, -6, 1, 0.9
> Cc1c(OCC(=O)N(C)C)ccc2c3c(c(=O)oc12)CCCCC3
 : 1, -5, -10, 1, -3, 14, 1, -2, 1, 1.1
> O=[N+]([O-])c1ccc(NCCCNS(=O)(=O)c2ccccc2)c(Cl)c1
 : 0.8, -12, 13, 0.9, 5, -14, 1, -6, 1, 0.9
> CCC(C)C(=O)Nc1nc(C)c(-c2csc(Nc3ccccc3OC)n2)s1 (stereo unspecified)
 : 0.8, -1, 20, 0.7, -7, 3, 1.1, -3, 1.1, 0.8
> Cn1c(=O)[nH]c(=O)c2c1nc(Br)n2Cc1ccccc1Cl
 : 1, -9, 18, 1, -7, -2, 1.1, -4, 1.1, 0.8
> O=C(CNCC1CCCO1)N1CCN(S(=O)(=O)c2ccc3ccccc3c2)CC1 (stereo unspecified)
 : 0.9, -5, 12, 1, -6, 7, 1.1, -6, 1.1, 0.9
> CCOC(=O)C1=C(c2ccccc2)NC(SCC(N)=O)=C(C#N)C1c1cccnc1 (stereo unspecified)
 : 0.9, -8, 14, 1, 0, 2, 1, -3, 1, 0.9
> O=C(CCCn1c(=O)c2ccccc2n(CC(=O)N2CCN(c3ccccc3)CC2)c1=O)NCc1ccco1
 : 1, -18, 8, 1, -5, 3, 1, -1, 1.1, 0.9
> CCOC(=O)c1ccccc1Nc1cn(C(C)=O)c2ccccc12
 : 1.2, -12, 5, 1.3, 4, -1, 1, -3, 1, 1
